Screening results as filed in PubChem BioAssay.
Giardia kill: Small Molecules that selectively kill Giardia lamblia: qHTS; Giardia lamblia trophozoite viability; AID 540267, 2011; 340,000 compounds, 0.15% hits; activity change, % at 7.66 µM, hits read low; in the data active means activity change below about -80%; inconclusive means between about -30% and that limit;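 further: parasites exposed to compound for two days anaerobically before the ATP read; on the % scale 0 is the no-effect control and ±100 the full control effect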
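Compounds were tested on trophozoites seeded at 100 cells/well and held 48 hrs at 37 deg C anaerobically. An ATP-based luminescent kit measured the remaining live cells.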
Tb PFK block: qHTS Assay to Find Inhibitors of T. brucei phosphofructokinase. 330,000 compounds, 0.17% hits. ATP-dependent 6-phosphofructokinase (Trypanosoma brucei brucei), O15648. Potency, µM (highest dose often 57.5 µM), without a hit: at the top dose activity, negative = inhibition, usual class: inhibitors. T. brucei PFK, ADP-Glo luminescence. AID 485367, 2010;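 further: potency means the concentration at half of the fitted maximal effect; 0% = uninhibited 1x PFK enzyme wells and -100% = no-enzyme wells; nearly all actives have a fitted effect of over 60% in size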
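ADP-Glo luminescence quantified ADP after 45 min at room temperature, with 1.25 nM T. brucei PFK, 0.1 mM ATP and 0.5 mM fructose-6-phosphate in pH 8.0 TEA buffer. qHTS titrations up to 57 µM; curves classified by quality.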
GALK inhibitor: qHTS Assay for Inhibitors of Human Galactokinase (GALK); P51570; Purified GALK, Kinase-Glo residual ATP luminescence; Potency, µM (series often up to 57.5 µM), for the others: top-dose activity change, negative = inhibition, actives largely listed as inhibitors; 270,000 compounds, 0.007% hits; AID 1868, 2009; further: potency means the concentration at half of the fitted maximal effect; on the % scale 0 is the no-effect control and ±100 the full control effect
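Galactose (100 uM) and ATP (35 uM) were turned over by 5 nM GALK for 1 h at RT. Kinase-Glo Plus then converted the remaining ATP into a luminescent signal.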
a7 integrin act: qHTS for Activators of Integrin-Mediated Alleviation for Muscular Dystrophy; alpha7betagal myoblasts, beta-gal FDG fluorescence, 48 h; Potency, µM (series often up to 38.3 µM), without a hit: at the top dose activation, actives largely listed as activators; 350,000 compounds, 0.064% hits;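 further: potency means the concentration at half of the fitted maximal effect; 100% = response of the positive control SU9516; nearly all actives have a fitted effect of over 60% in size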
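Alpha7betagal+/- myoblasts (passage 13) were plated 16-24 hr, then exposed to compounds (1:260 dilution of DMSO stock) for 48 hours at 37C. After MPER lysis, β-galactosidase reporter activity was read as FDG fluorescence (ex 480/em 540) after 30 minutes.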
FBPA coupling cs: qHTS Assay for Inhibitors of Fructose-1,6-bisphosphate Aldolase from Giardia Lamblia: Coupling assay counterscreen | coupling enzyme system counterscreen, AmpLite Red fluorescence | activity change, negative = inhibition, % at 58.2 µM, hits read low | 290,000 compounds, 0.67% hits; in the data active means activity change below about -30%; further: on the % scale 0 is the no-effect control and ±100 the full control effect
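Final compound at 57.5 uM, incubated 10 min at RT with coupling enzyme reagent (glyceraldehyde-3-phosphate), then 20 min with substrate and AmpLite Red detection. Fluorescence read at 525/598 nm; tests interference with the coupling assay, not aldolase inhibition.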
ASM inhibitor: Inhibitors of Secretory Acid Sphingomyelinase (S-ASM): qHTS; Sphingomyelin phosphodiesterase (Homo sapiens), P17405; placental ASM, HMU-PC fluorogenic substrate, 60 min; Potency, µM (top dose mostly 57.5 µM), inactives show at the highest dose activity change, negative = inhibition, usual class: inhibitors; 340,000 compounds, 0.006% hits; further: potency means the concentration at half of the fitted maximal effect
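Fluorogenic HMU-PC substrate (9 uM final) is turned over by placental ASM in 60 min at 37 C after a 10 min compound preincubation. Reaction ended by alkaline stop (pH 10), with fluorescence read at 386/447 nm.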
TSG101-PTAP inh: qHTS Assay for Iinhibitors of HIV-1 Budding by Blocking the Interaction of PTAP/TSG101; Tumor susceptibility gene 101 protein (Homo sapiens), Q99816; Fluorescence polarization, FITC-PTAP peptide / Tsg101 binding; Potency, µM (doses to about 115 µM), inactives show at the top dose activity change, negative = inhibition, actives largely listed as inhibitors; 340,000 tested, under 10 active; AID 493005, 2010; active means well fitted inhibition curve with a large enough effect in the main read-out, with a control signal flat, not every such curve was filed as active; inconclusive means small, poorly fitted or top-dose-only effect, or effect the other way, or a change in a side signal; inactive means no such curve, though single readings can be large or run the other way; further: potency means the concentration at half of the fitted maximal effect; % of control where 0% means no effect
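Fluorescence anisotropy tracks displacement of a FITC-tagged PTAP peptide (50 nM) from the Tsg101 binding domain (10 uM), following a 20 min room-temperature incubation at pH 7.5.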
B2AR arrestin: qHTS assay of beta-arrestin-biased ligands of beta2-adrenergic receptor. Beta-2 adrenergic receptor (Homo sapiens), P07550. beta-arrestin recruitment to beta2AR, cell-based reporter. Potency, µM (series often up to 46.1 µM), for the others: at the top dose activation, hits mostly activators. 330,000 compounds, 0.02% hits;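 further: potency means the concentration at half of the fitted maximal effect; 0% = DMSO controls and full agonism = EC100 isoproterenol or metaproterenol; nearly all actives have a fitted effect of over 65% in size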
Target sequence (P07550 whole entry, looked up): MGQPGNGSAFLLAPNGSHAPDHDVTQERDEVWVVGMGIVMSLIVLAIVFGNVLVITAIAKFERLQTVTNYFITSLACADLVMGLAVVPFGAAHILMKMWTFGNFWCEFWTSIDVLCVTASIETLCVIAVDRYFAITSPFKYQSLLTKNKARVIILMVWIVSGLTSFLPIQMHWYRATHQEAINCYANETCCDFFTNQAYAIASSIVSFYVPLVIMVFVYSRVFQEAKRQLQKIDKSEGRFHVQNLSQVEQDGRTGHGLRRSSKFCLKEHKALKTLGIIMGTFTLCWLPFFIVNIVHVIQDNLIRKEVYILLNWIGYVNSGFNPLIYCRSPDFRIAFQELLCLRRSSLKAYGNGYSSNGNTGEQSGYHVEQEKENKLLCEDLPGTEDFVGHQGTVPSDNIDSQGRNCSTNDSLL
Menin-MLL TR inh: qHTS Assay for Inhibitors Targeting the Menin-MLL Interaction in MLL Related Leukemias: Competition With Texas Red Labeled MLL-derived Mutant Peptide | O00255 | Menin + Texas Red MLL mutant peptide, fluorescence polarization | Potency, µM (titrated, usually from 61.6 µM), without a hit: at the highest dose FP activity change, negative = inhibition, hits mostly inhibitors | 270,000 compounds, 0.23% hits; active means well fitted inhibition curve with a large enough effect in the polarisation, with a control signal flat, not every such curve was filed as active; inconclusive means small, poorly fitted or top-dose-only effect, or effect the other way, or a change in a side signal; inactive means no such curve, though single readings can be large or run the other way; the % refers to the polarisation; further: potency means the concentration at half of the fitted maximal effect; % of control where 0% means no effect; many of its hits are not listed in these tables
Target sequence (O00255 whole entry, looked up): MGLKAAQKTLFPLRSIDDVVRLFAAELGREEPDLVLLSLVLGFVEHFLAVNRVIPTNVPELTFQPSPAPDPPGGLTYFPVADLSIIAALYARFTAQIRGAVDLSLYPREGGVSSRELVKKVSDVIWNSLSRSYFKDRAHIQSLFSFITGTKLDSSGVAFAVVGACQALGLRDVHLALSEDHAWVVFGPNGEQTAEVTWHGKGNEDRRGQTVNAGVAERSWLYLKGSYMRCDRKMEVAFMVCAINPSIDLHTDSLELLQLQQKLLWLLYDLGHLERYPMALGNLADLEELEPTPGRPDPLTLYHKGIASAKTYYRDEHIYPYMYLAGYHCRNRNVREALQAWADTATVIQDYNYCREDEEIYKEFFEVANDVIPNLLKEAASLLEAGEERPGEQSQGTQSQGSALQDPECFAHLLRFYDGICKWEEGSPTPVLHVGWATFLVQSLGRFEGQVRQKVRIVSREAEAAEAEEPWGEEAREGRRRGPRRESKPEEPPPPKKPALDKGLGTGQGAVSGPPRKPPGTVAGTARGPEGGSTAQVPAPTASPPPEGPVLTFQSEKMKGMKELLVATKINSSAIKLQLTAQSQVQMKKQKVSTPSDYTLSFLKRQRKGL
PKM2 act: qHTS Assay for Activators of Human Muscle isoform 2 Pyruvate Kinase. purified PKM2, Kinase-Glo ATP luminescence, activation; response scale: 0% is enzyme alone, no compound. Potency, µM (titrated, usually from 57.5 µM), for the others: at the top dose activation, hits mostly activators. 260,000 compounds, 0.34% hits. AID 1631, 2009; further: potency means the concentration at half of the fitted maximal effect; on the % scale 0 is the no-effect control and ±100 the full control effect; nearly all actives have a fitted effect of over 55% in size
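hPK-M2, >95% pure; 0.1 mM ADP / 0.5 mM PEP final; imidazole pH7.2 buffer w/ 7 mM MgCl2, 50 mM KCl; 1 h RT; Kinase-Glo lum. Intermediate enzyme activity for dual inhibitor/activator qHTS.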
BCR signal inh: qHTS Assay to Find Inhibitors of Chronic Active B-Cell Receptor Signaling; Potency, µM (series often up to 46.1 µM), for inactives: top-dose ratio change, negative = lower green/red ratio, most hits filed as inhibitors; AID 493014, 2011; 340,000 compounds, 0.05% hits; ABC-DLBCL IkBa-CBG/CBR reporter, luminescence ratio, 4 h; active means well fitted inhibition curve with a large enough effect in the signal ratio, with a control signal flat, not every such curve was filed as active; inconclusive means small, poorly fitted or top-dose-only effect, or effect the other way, or a change in a side signal; the % refers to the signal ratio;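 further: potency means the concentration at half of the fitted maximal effect; plate controls were basal doxycycline-induced cells for no effect and cells given 10 µM MG132 for full effect; MG132 reads +100%, hits lower the ratio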
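Doxycycline induced both beetle luciferases in TMD8 lymphoma cells; IKK-driven degradation limits the IkappaBalpha-fused green signal, while red luminescence normalises for cell number and nonspecific effects. Compounds tested up to 46 uM, 4 hrs.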
The depositor's hits bear a star; i = inactive; ? = inconclusive; . = not tested or not shown; [ ] = dose if it differs, or a comment. Unless noted, the call rests on the fitted dose curve; in most records, active means well fitted curve in the direction sought with a large enough effect; inconclusive means small, poorly fitted or top-dose-only effect, or another doubt; inactive means no such curve, though single readings can be large; an effect the other way counts as inactive or inconclusive. Only part of the results is shown (hit frequency here may not be typical).

SMILES	Giardia kill	Tb PFK block	GALK inhibitor	a7 integrin act	FBPA coupling cs	ASM inhibitor	TSG101-PTAP inh	B2AR arrestin	Menin-MLL TR inh	PKM2 act	BCR signal inh
COc1ccc(Cl)cc1NC(=O)CCNS(=O)(=O)c1cccc2nonc12	3	-1%	-4%	10%	-3	-2%	-1%	-0.5%	23%	.	2%
NC(=O)C1=C[C@@H](c2ccc(C(F)(F)F)cc2)C[C@@H](OCCCCO)O1	-25	-2%	-1%	-8%	-3	24%	-4%	0.4%	-6%	3%	1%
CCOC(=O)N1CCN(CCC(=O)Nc2cccc(Cl)c2C)CC1	0	0%	5%	-34%	1	3%	-3%	-0.4%	-3%	1%	-2%
COc1cc(NC(C)CCc2ccccc2)cc(OC)c1OC (stereo unspecified)	15	-3%	0%	-33%	-23	-3%	-1%	-0.1%	-29%	-1%[11.5 µM]	?
COc1ccc(C2c3ccc(O)cc3Oc3ncn(Cc4ccco4)c(=N)c32)cc1 (stereo unspecified)	28	1%	0%	2%	1	4%	-8%	0.0%	.	25%	-3%
CC(C)Cc1ccc(C#N)c(SCC(N)=O)n1	-4	-1%	-1%	-11%	-1	4%	-6%	4.2%	-2%[11.7 µM]	29%	0%
O=C(Nc1ccnn1C1CCN(Cc2ccc(C#CCCO)cc2)CC1)c1cccc(F)c1	-8	3%	-5%	-17%	.	-1%	1%	-0.4%	.	2%	-1%
COc1ccc2c(c1)c(=O)cc(C)n2CC(=O)NCc1ccco1	7	?	-2%	3%	0	2%	2%	0.0%	-5%	3%	?
O=C(NCCc1cccs1)C1CC(c2cccc([N+](=O)[O-])c2)=NO1 (stereo unspecified)	2	-9%	3%	11%	1	-3%	-3%	0.5%	7%	-8%	7%
Cc1ccc(NC(=O)C(=O)NCCN2CCN(S(C)(=O)=O)CC2)cc1	10	0%	0%	13%	3	0%	-6%	0.4%	-10%	1%	?
Cc1ccc(NS(=O)(=O)c2ccc(C(=O)N3CCCCCCC3)cc2)cc1	-14	1%	7%	1%	.	0%	3%	0.0%	.	2%	12%
Cc1ccsc1C1C2=C(CCCC2=O)Nc2ncnn21 (stereo unspecified)	-8	-12%	0%	5%	-30*	61%[activator]	-7%	-0.4%	-27%	-2%	4%
Cc1nc(C(=O)NCc2ccccc2)sc1C1(C)CC(c2cccnc2)=NO1 (stereo unspecified)	1	4%	0%	-12%	-3	6%	-2%	-0.1%	.	4%	-7%
N#Cc1ccc(S(=O)(=O)Nc2ccc3ccccc3n2)cc1	-3	2%	.	?	0	1%	-5%	0.6%	.	24%	0%
CCC(C)C(NC(=O)c1ccccc1NC(=O)c1ccccc1)C(=O)O (stereo unspecified)	-17	-2%	0%	-20%	11	5%	-5%	-0.7%	.	-3%	?
Cc1c(N)cc[n+](CC(=O)c2ccccc2)c1C	-21	4%	-2%	-39%	-2	-8%	-4%	0.0%	-9%	6%	?
Cc1onc(-c2ccccc2)c1CNC(=O)Nc1ccc(C(F)(F)F)cc1	11	1%	9%	-17%	-5	-10%	-2%	0.1%	.	3%	1%
CCOc1ccc(NC(=O)C2CC(=O)N(Cc3ccco3)C2)cc1 (stereo unspecified)	-22	6%	.	-2%	.	2%	-6%	0.2%	.	.	-3%
COc1ccc(C(=O)Nc2ccc3c4c(cccc24)CC3)cc1	28	-6%	-9%	25%[7.66 µM]	-9	-3%	-11%	0.5%	18%	-1%	-8%
O=C(O)CP(=O)(c1ccccc1)c1ccccc1	8	-7%	0%	21%	0	2%	-5%	-0.2%	0%	-5%	2%
COc1ccc(CCNC(=O)c2cnccn2)cc1	20	1%	3%	16%	2	4%	2%	0.2%	-1%	-1%	19%
Cc1ccc(-c2cc3c(nn2)-c2ccccc2C3=O)cc1	-97*	-11%	17%	-3%	-5	-1%	-4%	-0.1%	.	-61%	-12%
Cc1ccc(C(=O)c2c3ccccc3[n+]([O-])n2CCC(N)=O)cc1	-3	-1%	.	-21%	2	-16%	-1%	-1.0%	-1%	0%	-15%
CCCC(=O)Nc1ccc(C(=O)COC(=O)C2=COCCO2)cc1	6	2%	.	17%	.	0%	2%	-1.7%	.	.	-1%
Cc1ccc(NC2(C(F)(F)F)N=C(c3ccccc3)NC2=O)nc1 (stereo unspecified)	-25	4%	2%	0%	-2	.	-2%	-0.9%	9%	1%	-1%
(next part)
SMILES	Giardia kill	Tb PFK block	GALK inhibitor	a7 integrin act	FBPA coupling cs	ASM inhibitor	TSG101-PTAP inh	B2AR arrestin	Menin-MLL TR inh	PKM2 act	BCR signal inh
COc1ccc(CNC(=O)COC(=O)CN2C(=O)NC3(CCCC3)C2=O)cc1	13	0%	.	6%	.	1%	-3%	0.3%	.	.	1%
CSC1=NSC2=NC(=O)/C(=C\c3cccs3)C(=N)N12	17	1%	.	16%	-1	-3%	-2%	-1.3%	43%[activator]	-20%	?
O=C(N=Nc1c(O)[nH]c2ccccc12)c1cc(-c2cccs2)[nH]n1	-21	-1%	0%	12%	-17	-14%	-5%	-0.2%	.	-2%	?
O=C(c1ccc(Br)s1)N1CCN(c2ccccn2)CC1	-3	-5%	4%	24%	8	2%	0%	-0.7%	-6%	1%	-1%
Cc1cc(-c2nnc(SCC(=O)Nc3ccccn3)o2)no1	18	-11%	-1%	9%	1	7%	0%	0.0%	4%	16%	-1%
COc1ccc(C2(C)NC(=O)N(CC(=O)Nc3ccc4[nH]c(=O)[nH]c4c3)C2=O)cc1 (stereo unspecified)	-14	-5%	.	11%	.	2%	-7%	-0.9%	.	.	0%
COc1cc(CN2CCCC(CO)(Cc3ccccc3)C2)ccc1O (stereo unspecified)	1	6%	2%	-2%	1	4%	-5%	-0.2%	11%	2%	10%
Cc1ccc(-n2nnnc2SCCNS(=O)(=O)c2ccccc2)cc1C	3	-4%	-3%	-22%	-2	-4%	1%	-0.2%	9%	19%	6%
COc1ccc(CC(=O)OCc2cc3cccc(C)c3[nH]c2=O)cc1	4	1%	3%	5%[7.66 µM]	3	-1%	-4%	-0.7%	?	10%	6%
CCN(Cc1ccccc1)S(=O)(=O)c1cc(C(=O)c2c(N)n(C)c(=O)n(C)c2=O)ccc1OC	3	-3%	8%	-7%	-1	-2%	0%	0.0%	-2%	-3%	-18%
Cc1oc(C)c(C(=O)NCCCC(=O)O)c1C(=O)NCCCC(=O)O	-5	-2%	-1%	-19%	-1	4%	-1%	-0.2%	0%	0%	0%
Cc1cc(OCC(=O)N[C@@H](Cc2ccccc2)c2nc3ccccc3[nH]2)ccc1Cl	0	2%	-3%	-13%	-15	0%	0%	0.0%	5%	5%	1%
NC(=O)c1ccsc1NC(=O)CSc1nnc(Nc2ccccc2)s1	8	7%	-1%	-56%[inhibitor]	-4	-3%	-5%	-0.5%	?	-1%	-8%
CCOC(=O)c1nn(-c2ccccc2)c(=O)cc1SC(C)CC (stereo unspecified)	1	-2%	1%	20%[7.66 µM]	1	1%	-15%	-0.5%	-9%	-1%	-2%
CCc1ccc(/C=C2/SC(=S)N(CCCC(=O)Nc3ccccc3C(=O)O)C2=O)cc1	7	3%	-8%	?	.	0%	2%	0.4%	.	4%	-8%
O=C(N/N=C/c1cccc(O)c1)c1cc2c(ccc3ccccc32)o1	-6	2%	-1%	-6%	.	-2%	2%	-0.4%	.	.	?
O=c1[nH]c(=O)c2nc(-c3ccc(Cl)cc3)cnc2[nH]1	-21	6%	4%	-10%	5	i	-1%	-0.4%	22%	1%	?
CCC(=O)N(CCC(c1ccccc1)c1ccco1)Cc1cccs1 (stereo unspecified)	13	0%	0%	-23%	5	-5%	-3%	2.9%	-20%	?	11%
CC(C)(C)n1nc2c(c1NC(=O)COc1ccc3ccccc3c1)CS(=O)C2 (stereo unspecified)	?	0%	2%	-14%	3	-2%	0%	0.0%	1%	0%	?
CC1Cc2ccccc2N1C(=O)COC(=O)C1=COCCO1 (stereo unspecified)	16	-4%	3%	8%	0	0%	-4%	-0.7%	-7%	1%	?
NC(N)=NC(N)=Nc1cccc2ccccc12	-13	-2%	0%	4%	-23	3%	-4%	-0.9%	.	4%	1%
